ARFGAP1 inh = rat ARFGAP1 inhibition; inhibition, % at 16.5 µM; Q62848; 360,000 tested, 0.26% active; Arfgap1-stimulated ARF1 GTP hydrolysis, GDP FP detection; AID 651572;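 active = inhibition above a per-plate limit, mean inhibition of low control wells plus 3 SD, cut at about 25% in these data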;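 also: 0% = DMSO wells with enzyme and 100% = wells lacking Arfgap1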
Target sequence (Q62848 1-136 limits assumed): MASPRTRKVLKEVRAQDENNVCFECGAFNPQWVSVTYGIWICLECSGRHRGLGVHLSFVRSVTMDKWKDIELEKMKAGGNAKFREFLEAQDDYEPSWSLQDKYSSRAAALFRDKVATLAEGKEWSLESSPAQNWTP
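System: truncated rat Arfgap1 GAP domain / Benchmarks: high control wells lacking Arfgap1, low control full reaction with DMSO / Times: compound-enzyme preincubation 20 min, reaction 120 min, detection 60 min, 25 °C / Repeats: one replicate per compound / Also added: human ARF1(Δ1-17)-GTP substrate / Measured by: Tracer-displacement fluorescence polarization with EDTA stop, 620/688 nm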
Tn7 DDE FP = disrupts Tn7 cyclic peptide binding to fibrin D-Dimer-E complex. P02675. FP displacement of FITC-Tn7 peptide from fibrin DD(E); 0% = median of compound wells per plate. inhibition, % at 8.3 µM. 370,000 tested, 0.13% active;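 active = inhibition above the mean of compounds falling within the control limits plus 3 SD of them, cut at about 14% in these data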;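 also: 0% = plate median of compound wells and 100% = 10 µM Aha-Tn7 peptide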
Target sequence (P02675 whole entry, looked up): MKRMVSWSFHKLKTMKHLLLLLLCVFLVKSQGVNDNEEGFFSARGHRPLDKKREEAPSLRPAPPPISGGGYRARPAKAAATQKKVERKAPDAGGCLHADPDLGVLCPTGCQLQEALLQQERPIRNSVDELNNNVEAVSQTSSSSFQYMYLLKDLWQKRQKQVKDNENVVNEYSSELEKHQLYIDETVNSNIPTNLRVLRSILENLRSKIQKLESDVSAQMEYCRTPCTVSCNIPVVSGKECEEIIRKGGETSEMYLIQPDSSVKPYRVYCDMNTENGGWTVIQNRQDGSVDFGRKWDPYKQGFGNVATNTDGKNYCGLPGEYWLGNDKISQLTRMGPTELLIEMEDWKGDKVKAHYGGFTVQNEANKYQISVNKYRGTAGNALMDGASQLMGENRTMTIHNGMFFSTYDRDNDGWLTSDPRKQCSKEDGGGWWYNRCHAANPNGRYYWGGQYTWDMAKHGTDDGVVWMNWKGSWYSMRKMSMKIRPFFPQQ
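System: human fibrin DD(E); quantity: Fibrin-DD(E) at 2 µM final; also added: fluorescent Tn7 probe at 0.1 µM; compound dosing: single nominal test concentration of 8.3 µM per compound; schedule: 10 min preincubation, 3 h with tracer, room temperature; detection: fluorescence polarization of the labelled Tn7 tracer; repeats: one replicate per compound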
Rev-erbA mod = modulators of human Rev-erb alpha DNA binding | P20393 | 370,000 tested, 0.79% active | activity, % at 10 µM | AID 1259318 | Rev-erbα–FITC-DNA binding, fluorescence polarization, 90 min;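 active = activity above about 14%, limit read from the data; passing the limit was not always enough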;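 also: 0% = DMSO wells with 35 nM protein and 100% = DMSO wells with 750 nM protein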
ASAP1 GAP inh = blocks human ASAP1-stimulated Arf1 GTP hydrolysis; Q9ULH1; GDP FP detection; inhibition, % at 16.5 µM; 360,000 tested, 0.19% active; AID 624377; in the data active = inhibition above about 25%;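 also: 0% = vehicle with enzyme and substrate and 100% = no enzyme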
Target sequence (Q9ULH1 325-724 limits assumed): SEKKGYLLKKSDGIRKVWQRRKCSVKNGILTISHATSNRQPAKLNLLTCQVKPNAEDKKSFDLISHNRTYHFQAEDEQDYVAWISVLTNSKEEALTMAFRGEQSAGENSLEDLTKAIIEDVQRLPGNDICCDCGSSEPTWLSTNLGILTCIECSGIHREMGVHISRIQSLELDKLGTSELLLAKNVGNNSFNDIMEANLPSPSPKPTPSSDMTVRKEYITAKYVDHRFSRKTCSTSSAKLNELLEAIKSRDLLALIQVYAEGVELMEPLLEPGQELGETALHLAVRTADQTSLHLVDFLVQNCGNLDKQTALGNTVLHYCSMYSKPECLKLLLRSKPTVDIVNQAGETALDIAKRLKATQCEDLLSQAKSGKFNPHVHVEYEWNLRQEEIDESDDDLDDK
PLCg1 inh = inhibitors of human phospholipase C gamma1 | P19174 | purified PLC-gamma1, fluorogenic substrate, fluorescence | inhibition, % at 12.2 µM | 370,000 tested, 0.84% active | AID 720700; in the data active = inhibition above about 9.5%
HGIII-sPLA2 inh = Inhibits HGIII-sPLA2 liposome hydrolysis, primary screen; 370,000 tested, 0.56% active; inhibition, % at 12.2 µM; QFRET BODIPY PC-A2 liposome hydrolysis, fluorescence; Q9NZ20;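 active = inhibition above mean plus 3 SD of compounds lying within the high and low control bounds, cut at about 19% in these data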;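 also: 0% = median of test compound wells and 100% = no enzyme DMSO wells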
PLCb3 inh = PLC-beta3 (human) inhibition, primary screen. Q01970. Purified PLC-beta3, fluorogenic substrate, fluorescence. inhibition, % at 12.2 µM. 370,000 tested, 0.18% active; in the data active = inhibition above about 11%;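 also: 0% = median of compound wells on plate and 100% = full blocker control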
proKLK7 act = activates the human kallikrein-7 zymogen | P49862 | purified proKLK7, EDANS-DABCYL substrate fluorescence; 100% is mature enzyme control, 0% vehicle | activation, % at 7 µM | 370,000 tested, 0.9% active;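 active = activation above the mean of all tested compounds plus 3 SD, computed per campaign excluding outliers beyond control limits, cut at about 13% in these data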
Tn6 DDE FP = inhibitors of Tn6 peptide binding to human fibrin DD(E). Fibrin DD(E) TRITC-Tn6 fluorescence polarization displacement. P02675. inhibition, % at 8.3 µM. AID 720509. 370,000 tested, 0.21% active;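 active = inhibition above a per-campaign cutoff: mean of compounds within control limits plus 3 SD, cut at about 15% in these data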;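 also: 0% = median of all compound wells on the plate and 100% = blocking peptide control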
UHRF1 MBD2 ctr = UHRF1 methyl-DNA binding inhibition; Q96T88; UHRF1 binding to methylated oligo, TR-FRET; inhibition, % at 4.4 µM; 370,000 tested, 0.75% active; AID 687016; in the data active = inhibition above about 21%;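 also: UHRF1 SRA domain binding a hemimethylated CpG hairpin DNA probe; 0% = median of test compound wells and 100% = reference inhibitor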
* hit, by the source's call; i = inactive. An unsorted share of the library, and some 4.5% of all compounds hit somewhere here.

SMILES	ASAP1 GAP inh	HGIII-sPLA2 inh	PLCb3 inh	PLCg1 inh	ARFGAP1 inh	Tn6 DDE FP	UHRF1 MBD2 ctr	Rev-erbA mod	Tn7 DDE FP	proKLK7 act
CC(=O)Nc1ccc(NC(=O)CSc2n[nH]c(-c3cccs3)n2)cc1	17	-8	-8	-5	13	-7	2	-2	-3	0.0
CC1(C)Oc2ccc(C(=O)NNC(=O)Nc3ccccc3)cc2NC1=O	-2	4	-7	0	3	-1	3	-6	-4	-0.6
O=C(NCC1CCCO1)c1ccc(NC(=O)c2ccc([N+](=O)[O-])cc2)cc1 (stereo not given)	-8	3	-2	0	-6	2	-3	3	-4	-0.8
COc1ccc(CSc2nncn2C)cc1[N+](=O)[O-]	2	2	4	7	-11	4	2	0	-9	-0.1
O=C(N1CCOCC1)N1CCN(S(=O)(=O)c2ccccc2)C1	-13	5	-2	-2	-9	-1	2	0	-1	0.1
COc1ccc(S(=O)(=O)n2cnc3cc(C)c(C)cc32)cc1	2	0	0	0	6	0	2	1	0	0.1
CCN1CCN(c2ccc(S(=O)(=O)N3CCCCC3)cc2NC(=O)Cc2c(F)cccc2Cl)CC1	-5	-18	-3	-1	2	-4	-3	-2	-5	0.8
Cc1ccc(CCN2CC(C(=O)NCCN3CCOCC3)CC2=O)cc1 (stereo not given)	0	14	6	-2	2	-1	6	-2	2	-0.7
CCN(CC)c1ccc(N2C(=O)c3ccccc3C2=O)cc1	-5	-1	2	0	-7	5	-5	1	4	-0.7
CC(=O)Nc1ccc(NC(=S)Nc2ccc(Br)cc2)cc1	11	6	-9	0	-3	10	-1	-9	2	-0.2
Cc1ccc(CNC(=O)CCN2C(=O)[C@@H]3Cc4ccccc4CN3C2=O)cc1	-7	5	-6	2	0	1	0	-3	5	-0.4
CCc1ccccc1N(CC(=O)NC(C)(C)CC)C(=O)CCC(=O)Nc1nccs1	6	-5	0	4	-3	-3	0	2	-4	-0.3
O=C(Cn1cc([N+](=O)[O-])cn1)N1CCN(c2ccccc2)CC1	-4	-11	-3	2	16	2	-3	1	-6	0.3
COc1ccc(NS(=O)(=O)c2cccc(C(=O)NNC(=O)c3ccccc3O)c2)cc1	-3	-6	-9	-4	-10	-2	0	3	2	-0.7
CCc1ccccc1NC(=O)CCc1c(C)nc(SC)nc1C	0	4	-4	-2	-10	6	-1	5	8	-0.3
CC(C)c1c(C(=O)N/N=C/c2cccc(OCc3ccc(F)cc3)c2)nnn1-c1nonc1N	13	1	-4	4	-12	5	-1	-1	1	0.6
COc1cccc(CNC(=O)c2ccncc2)c1	-5	7	-6	-2	-13	5	2	-2	11	-0.6
CCCSc1nc(NCc2ccco2)c2c3c(sc2n1)COC(C)(C)C3	4	-8	-16	-14	0	1	0	0	-5	-0.4
CC(=O)Oc1ccc(C2OC(=O)c3ccccc3N2C(C)=O)cc1 (stereo not given)	10	6	6	6	-8	0	6	-8	2	-0.1
Cc1cccc(N(CC(N)=O)C2SC(=O)NC2=O)c1 (stereo not given)	-8	6	-3	-1	-2	0	-1	-3	6	0.7
Cc1nnc(SCC(=O)NC(=O)NCc2ccco2)n1Cc1ccccc1	5	4	-6	5	6	-1	6	-24	3	0.2
Cc1cc(C)c2nc(N3C(=O)C(O)=C(C(=O)c4ccco4)C3c3cccc(O)c3)sc2c1 (stereo not given)	26*	-30	-88	-69	25*	-9	-3	5	7	14*
COc1ccc(C(=O)N[C@H](C(=O)OCc2nc3ccsc3c(=O)[nH]2)C(C)C)cc1	17	-5	-35	-38	-1	-5	0	-6	-3	-0.6
CCn1c(/C=C/N(C(C)=O)c2ccccc2)[n+](CCCS(=O)(=O)[O-])c2cc(Cl)c(Cl)cc21	10	0	2	1	-8	0	-2	10	-8	0.4
Cc1nc(N)nc(Cl)c1CCC1OCCO1	3	12	-2	1	10	2	0	-1	3	-0.4
OCCC1CN(Cc2ccon2)CCN1CCc1ccccc1 (stereo not given)	8	3	-8	0	11	-1	1	3	2	-0.4
COc1ccccc1NC(=O)CSc1nnc(Cn2cnc3ccccc32)o1	-5	-3	-2	-1	0	-4	-1	-2	9	-0.1
CC[C@H](C)[C@@H](CO)NC(=O)[C@H]1O[C@@H](n2ccc(=O)[nH]c2=O)[C@H](O)[C@@H]1O	7	7	-1	1	0	-3	-2	-1	-2	-0.4
COc1cccc(OCC(=O)Nc2ccccc2C(=O)Nc2ccc(C(=O)O)cc2)c1	-1	-2	-4	-2	1	-1	1	-6	0	0.0
O=C(Nc1ccc2c(c1)OCO2)c1cc(-c2ccc(O)cc2)on1	0	-26	-88	-37	5	-3	-5	-3	-3	20*
CCNC(=O)c1ccccc1-c1nc(-c2ccccc2OC)no1	0	-2	-1	-1	9	11	-1	-1	-3	3.2
CC(=O)c1cc2c(cc1NC(=O)c1ccc(Cl)cc1)OCCO2	-6	12	-14	-6	-9	1	2	4	3	-0.1
COc1ccc(NC(=O)Nc2ccc3nonc3c2)cc1	3	2	0	2	-11	0	-3	4	6	0.3
CCc1nc2c(OCCn3cccc3)cccn2c1N(C)C(=O)c1ccc(OC)cc1	-11	-23	8	1	5	0	-1	-6	-4	0.9
CCN(C(=O)CSc1ncccn1)c1c(N)n(Cc2ccccc2)c(=O)[nH]c1=O	-5	15	-8	1	0	-1	0	6	-5	0.3
Cc1ccc(S(=O)(=O)NC2(C(F)(F)F)C(=O)Nc3c2c(=O)[nH]c(=O)n3-c2ccccc2)cc1 (stereo not given)	8	10	0	-1	10	-2	7	3	0	-0.6
CNC(=O)Nc1cccc2cccnc12	5	0	-5	6	3	-5	-4	5	-9	1.1
COc1ccc(OCC(=O)O/N=C(\N)c2ccc(OC)c(OC)c2)cc1	6	-5	3	1	-4	-6	2	-8	-4	0.3
CC(=O)c1cccc(NC(=O)CCc2nc3sc4c(c3c(=O)[nH]2)CCCC4)c1	-3	2	-26	-21	0	-2	1	23*	9	-0.5
CCc1cc(CC)c(/C=N/NC(N)=O)c(CC)c1/C=N/NC(N)=O	6	-2	-1	2	-7	-6	0	2	-5	0.5
COc1ccc(-c2ccc3c(c2)C2CC3CCN2Cc2ccc(OC(F)(F)F)cc2)cc1 (stereo not given)	-5	-3	-1	-2	11	0	-1	-3	-7	0.2
COc1cccc(C(O)c2nc(/C=C/c3ccc(C(F)(F)F)cc3)cs2)c1 (stereo not given)	15	-9	-17	-11	8	2	0	3	8	0.2
CCNc1nc(SC(C)C(=O)Nc2ccccc2)nc(N2CCOCC2)n1 (stereo not given)	11	4	0	-1	3	2	1	2	-1	0.0
Cn1c(=O)c2c(ncn2CC(=O)Nc2nccs2)n(C)c1=O	1	-1	-1	4	-14	-5	0	0	4	-0.1
CCN1CCc2c(sc(NC(=O)c3ccc(S(=O)(=O)N(CC)c4ccccc4)cc3)c2C(N)=O)C1	0	-8	-127	-135	0	-2	-1	-18	0	-474
COc1cc2c(cc1Cl)/C(=C\CCN(C)C)c1ccccc1S2	1	5	-4	-2	-10	1	0	0	-5	-0.2
CC1(C)CC(=O)c2sc(NS(=O)(=O)c3ccc(Br)cc3)nc2C1	1	-17	-11	-6	2	2	1	-9	7	-0.7
CNC(=S)Nc1cc(S(=O)(=O)Nc2cc(Cl)ccc2Cl)ccc1N1CCCC1	-2	-14	-7	-2	11	-9	-1	2	2	0.0
CCCn1cnc2c(oc3ccccc32)c1=O	-1	6	-6	0	3	-2	1	0	2	0.5
COc1ccc(CN(C(=O)CCC(=O)Nc2cc(C)on2)C(C(=O)NC(C)(C)C)c2cccc(OC)c2OC)cc1 (stereo not given)	5	6	-6	0	-6	4	-2	-3	8	0.0

Later entries
SMILES	ASAP1 GAP inh	HGIII-sPLA2 inh	PLCb3 inh	PLCg1 inh	ARFGAP1 inh	Tn6 DDE FP	UHRF1 MBD2 ctr	Rev-erbA mod	Tn7 DDE FP	proKLK7 act
CSc1ccc(C(=O)C2CCCN(C(=O)c3cccc(N4CCOCC4)c3)C2)cc1 (stereo not given)	-4	0	-10	-2	3	-8	3	4	1	0.6
Cc1nc(C(F)(F)F)ccc1C(=O)N1CCC1(C)C(=O)NS(C)(=O)=O (stereo not given)	-4	4	3	2	-3	-8	-1	-3	-8	-0.4
O=c1c2c3c(sc2n(CCN2CCOCC2)c(=O)n1Cc1ccco1)CCCCC3	-6	0	-4	-2	-7	-11	2	4	-2	0.0
COc1ccccc1OCCOc1ccc(/C=N/n2cnnc2)cc1	-19	2	3	3	10	3	-2	4	-8	0.0
O=[N+]([O-])c1ccc(CNC2CCCc3ccccc32)cc1 (stereo not given)	-15	-3	1	6	-12	9	-1	0	0	0.8
COc1cccc(CC(=O)Nc2nc(-c3ccc(F)c(F)c3)cs2)c1	11	-14	-6	-2	6	-1	-1	1	5	-0.4
COc1ccc2c(c1)cc1n2CCN=C1N	8	4	i	i	4	-2	-8	-8	-6	6.0
OC1(c2ccccn2)COc2ccccc2O1 (stereo not given)	10	-14	-29	2	-3	-10	2	0	1	-0.1
O=C(NCC(c1ccc(F)cc1)N1CCOCC1)c1ccc(-c2ccccc2)cc1 (stereo not given)	8	1	-5	-3	7	3	-2	-3	-5	-0.2
Cc1ccc2c(Cl)c(C(=O)Nc3ccc4c(c3)OCO4)sc2c1	-12	0	-8	-4	13	-1	-1	11	-5	0.8

As a short view, some entries already given:
SMILES	ASAP1 GAP inh	HGIII-sPLA2 inh	PLCb3 inh	PLCg1 inh	ARFGAP1 inh	Tn6 DDE FP	UHRF1 MBD2 ctr	Rev-erbA mod	Tn7 DDE FP	proKLK7 act
CC(=O)Nc1ccc(NC(=O)CSc2n[nH]c(-c3cccs3)n2)cc1	17	-8	-8	-5	13	-7	2	-2	-3	0.0
CC1(C)Oc2ccc(C(=O)NNC(=O)Nc3ccccc3)cc2NC1=O	-2	4	-7	0	3	-1	3	-6	-4	-0.6
O=C(NCC1CCCO1)c1ccc(NC(=O)c2ccc([N+](=O)[O-])cc2)cc1 (stereo not given)	-8	3	-2	0	-6	2	-3	3	-4	-0.8

Continuation.
SMILES	ASAP1 GAP inh	HGIII-sPLA2 inh	PLCb3 inh	PLCg1 inh	ARFGAP1 inh	Tn6 DDE FP	UHRF1 MBD2 ctr	Rev-erbA mod	Tn7 DDE FP	proKLK7 act
CC(C)Cc1nnc(NC(=O)CCC(=O)N2CCN(Cc3ccc(F)cc3)CC2)s1	-18	-3	-8	3	-1	7	5	1	6	0.1
N#C/C(N=Nc1ccccc1O)=N\Nc1ccccc1O	-1	18	-5	-4	-3	-6	-1	-10	-1	0.2
Cc1ccc(C)c(OCC(=O)NNC(=O)CCN2CCN(c3ccccc3)CC2)c1	-1	-1	-3	2	0	4	-2	1	0	-0.1
COc1ccccc1NC(=O)CSc1nnnn1C1CCCC1	-1	-5	-8	-1	7	4	-1	3	-2	0.4
COc1ccc(C(C)NC(=O)C2C(=O)NC3(C)CC2c2ccccc2O3)cc1 (stereo not given)	-4	0	3	3	-3	-3	1	1	-5	0.1
